OPRM1-OPRD1 ag: OPRM1-OPRD1 heterodimerization agonism. cells, luminescence. activation, % at 9.3 µM. 340,000 compounds, 0.3% hits; in the data active = activation above about 18%;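 note: 0% = vehicle-treated cells and 100% = reference agonist; values of inactives mirror those of a sister screen read the other way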
Target sequence (P35372 whole entry, looked up): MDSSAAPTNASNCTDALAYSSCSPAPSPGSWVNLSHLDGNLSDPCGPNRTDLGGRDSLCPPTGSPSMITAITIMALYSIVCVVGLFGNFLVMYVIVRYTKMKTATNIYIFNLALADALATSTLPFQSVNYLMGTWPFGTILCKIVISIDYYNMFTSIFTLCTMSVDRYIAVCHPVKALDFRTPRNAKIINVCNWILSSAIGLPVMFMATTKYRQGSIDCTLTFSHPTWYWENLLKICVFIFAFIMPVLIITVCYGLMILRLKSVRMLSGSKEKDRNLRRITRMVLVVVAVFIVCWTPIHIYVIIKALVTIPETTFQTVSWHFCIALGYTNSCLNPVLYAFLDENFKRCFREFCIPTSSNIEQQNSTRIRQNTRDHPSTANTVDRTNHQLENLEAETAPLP
Target sequence (P41143 whole entry, looked up): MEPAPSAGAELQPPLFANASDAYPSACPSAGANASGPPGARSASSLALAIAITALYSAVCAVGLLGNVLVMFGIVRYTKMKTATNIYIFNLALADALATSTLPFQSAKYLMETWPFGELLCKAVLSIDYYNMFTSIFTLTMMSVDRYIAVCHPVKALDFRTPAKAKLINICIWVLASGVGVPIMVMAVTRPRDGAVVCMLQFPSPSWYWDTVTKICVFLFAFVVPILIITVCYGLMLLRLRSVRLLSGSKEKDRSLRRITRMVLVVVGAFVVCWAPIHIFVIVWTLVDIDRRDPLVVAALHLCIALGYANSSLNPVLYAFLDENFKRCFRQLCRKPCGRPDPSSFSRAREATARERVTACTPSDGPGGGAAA
Ecoli viability: bacterial growth inhibition, counter-screen for AddAB inhibitors. E. coli V3065 growth, OD600 absorbance, 18 h. inhibition, % at 11.9 µM. 330,000 compounds, 0.27% hits. AID 449728;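 active = inhibition above the campaign's mean inhibition across all tested compounds plus 3 SD, cut at about 9.9% in these data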;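 note: uninfected addAB+ strain grown without phage in ampicillin broth; 0% = DMSO wells and 100% = ciprofloxacin 0.95 µg/ml wells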
PfHsp90 set2: reduces growth (ATP signal) of yeast expressing P. falciparum Hsp90; S. cerevisiae expressing PfHsp90, BacTiter-Glo ATP, 48 h; yeast lacking PDR1 and PDR3 efflux regulators; inhibition, % at 9.4 µM; 310,000 compounds, 0.32% hits; AID 504621;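 active = every replicate shows inhibition above about 80%, whatever the replicate mean, limit read from the data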;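 note: 0% = DMSO neutral controls and 100% = 20 µM radicicol positive controls; yeast relying on Plasmodium falciparum Hsp90 in place of its own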
DSG3 Ab inh: inhibitors of pemphigus antibody binding to human desmoglein-3 | DSG3-coupled beads, scFv-anti-DSG3-GFP binding, flow cytometry; hits give low values | binding (percent of control), % at 10 µM | 310,000 compounds, 0.48% hits | AID 588358;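 active = binding more than 3 SD below its plate's average and above zero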;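 note: hits lower antibody fragment binding to DSG3; some compounds called inactive have numbers as strong as hits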
PKA-R1A activ: activators of PKA-R1A complex; activation, % at 11.4 µM; 340,000 compounds, 0.083% hits; PKA-R1A dissociation, Cy5-IP20 fluorescence polarization; scaled: DMSO 0%, 113 µM cGMP 100%; P00514+P68181;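 active = percent activation above the mean of all tested compounds plus 3 SD, cut at about 19% in these data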;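 note: higher means more PKAc released from R1A so a rise in polarization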
Arr AP2 block: blocks beta-arrestin peptide binding to AP2 adaptin; FITC-arrestin peptide / GST-AP2 beads, flow cytometry; AP2 beta2 appendage carries R879A mutation; inhibition, % at 10 µM; 340,000 compounds, 0.31% hits; AID 504490;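 active = inhibition above a set limit, near 3 SD of compounds lacking own fluorescence, cut at about 54% in these data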;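 note: plate controls were DMSO wells for no effect and 5 µM unlabelled arrestin peptide for full effect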
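Assay system: GST-AP2 R879A bound to glutathione beads, E. coli-expressed; Medium: PBS with 0.05% Tween 20 and 0.1% BSA; Also added: fluorescein-tagged arrestin peptide at 50 nM final; Timing: 12 min plus 1 h, RT; Measured by: flow cytometry, FL1 (488/535 nm); Evaluation: percent drop in bead-associated FITC signal.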
SUMO Mot1 rescue: SUMOylation pathway inhibition by Mot1-301 growth rescue. S. cerevisiae Mot1-301 growth rescue, ATP luminescence, 38.5C; percent above DMSO median, 100 means doubled. growth rescue, % at 18.8 µM. 320,000 compounds, 1% hits. AID 2716;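 active = every valid replicate shows activation above 250% relative to neutral control wells; inactive = the rest, any valid replicate at or below 250%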;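 note: OY570 slx delta 5 strain wells were the positive control but not used for scaling; some compounds called inactive have numbers as strong as hits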
phage Ecoli inh: E. coli growth loss with phage present. growth absorbance. inhibition, % at 11.9 µM. 360,000 compounds, 0.26% hits. AID 651602; in the data active = inhibition above about 11%
MOR-DOR inv ag: inverse agonists of human mu-delta opioid receptor heterodimerization. 340,000 compounds, 0.21% hits. cell-based MOR-DOR heterodimer luminescence, inverse agonism. P35372+P41143. inhibition, % at 9.3 µM; in the data active = inhibition above about 22%, passing the limit was not always enough;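 note: 0% = cells with DMSO and 100% = wells without cells with DMSO; values of inactives mirror those of a sister screen read the other way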
AddAB inh: less growth of phage-infected E. coli with AddAB. E. coli expressing H. pylori AddAB, absorbance growth. inhibition, % at 11.9 µM. 330,000 compounds, 0.29% hits; in the data active = inhibition above about 12%;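 note: 0% = vehicle wells of infected cells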
Tat transport: inhibitors of E. coli Tat protein transport; E. coli MC4100 TorA-mCherry Tat export, fluorescence; inhibition, % at 10 µM; 340,000 compounds, 0.036% hits; AID 488895;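 active = mean replicate inhibition at least 50% and at least half of replicates individually reaching 50%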;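 note: exported cargo escapes ClpAP degradation while cytoplasmic cargo is degraded and loses fluorescence; 0% = median of neutral control wells and 100% = median of NaSCN control wells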
An asterisk follows results filed as active; / = no result given.

SMILES | OPRM1-OPRD1 ag | Ecoli viability | PfHsp90 set2 | DSG3 Ab inh | PKA-R1A activ | Arr AP2 block | SUMO Mot1 rescue | phage Ecoli inh | MOR-DOR inv ag | AddAB inh | Tat transport
CC1CCCCC1NC(=O)NC(=O)COC(=O)c1ccc(OC(F)F)cc1 (centres undefined) | 11.3 | / | -46.9 | 99.8 | -26.2 | -2.7 | / | 4.0 | -72.7 | / | -6.0
CC1(C)CC(NC(=O)COc2ccc3c4c(c(=O)oc3c2)CCCC4)CC(C)(C)N1 | -1.5 | -0.8 | 2.5 | 108.6 | -2.1 | 4.6 | -0.3 | 2.7 | 7.8 | 0.3 | -7.8
CS(=O)(=O)c1ccc(-c2nnc(NC(=O)C3=COCCO3)o2)cc1 | -1.1 | 2.6 | / | 107.0 | -2.0 | -4.7 | -4.4 | 3.0 | 7.5 | 1.5 | 8.5
COc1ccc(CN2CCN(C(=O)c3cccc4ccccc34)CC2)c(OC)c1OC | 0.3 | 0.8 | 9.4 | 97.0 | -3.6 | 5.6 | -8.6 | 0.5 | -1.5 | -0.2 | -1.1
CCOC(=O)C/C(C)=N\Nc1ccc([N+](=O)[O-])cc1[N+](=O)[O-] | 6.7 | -1.3 | -18.7 | 108.8 | -13.6 | 6.6 | -9.6 | 5.7 | -38.2 | 2.2 | 16.0
CC(C(=O)O)N1CCCCC1 (centres undefined) | -1.5 | -1.6 | 7.7 | 101.4 | 3.8 | 25.6 | 0.6 | 3.3 | 7.3 | 1.7 | -2.0
Cc1ccc(OCC(=O)N/N=C/c2cn(C)c3ccccc23)cc1 | 1.8 | -4.3 | -0.3 | / | 5.5 | -6.1 | 135.8 | -1.9 | -8.6 | -0.9 | 0.6
C[C@@H](CSc1ccc(Br)cc1)CN1CC[C@H](NC(=O)OCc2ccccc2)CCC1=O | 0.5 | 1.1 | -30.0 | / | -0.3 | -5.0 | 41.3 | -0.8 | -3.0 | 2.6 | 19.6
CCOc1ccccc1C(=O)N(C)Cc1cc2cc(OC)ccc2[nH]c1=O | -2.8 | 1.3 | -1.9 | 93.9 | -20.7 | 3.7 | 0.2 | -0.1 | 16.0 | 6.2 | -5.4
CC(=O)Nc1c(C(=O)O)ccc(C)c1OCc1ccccc1 | -3.2 | / | / | 93.4 | 6.1 | -8.2 | / | 0.4 | 17.0 | / | -0.6
COc1cc(/C=C2\CCc3c2nc2ccccc2c3C(=O)O)cc(OC)c1OC | 0.4 | 0.2 | -12.0 | 98.2 | -5.0 | 13.3 | 8.7 | 2.1 | -2.1 | -0.5 | -4.9
CSc1nsc(SC)c1C(=O)NC(=O)Nc1cccnc1 | -1.6 | 4.6 | -13.3 | / | 1.2 | 19.6 | -20.6 | 2.2 | 7.8 | 2.1 | 9.0
O=C(CN1C(=O)NC(Cc2c[nH]c3ccccc23)C1=O)Nc1ccc(Br)cc1F (centres undefined) | -1.0 | -1.2 | 0.0 | 87.0 | -6.7 | -16.1 | -3.4 | 2.9 | 4.1 | 1.4 | -4.9
COc1ccc(CN2C(=O)C(C)S/C2=N/N=C/c2ccco2)cc1 (centres undefined) | / | -0.3 | / | 105.7 | / | -2.1 | -6.6 | 1.9 | / | -1.0 | /
NC(=O)C1=CC2C3C=CC2(O)C(=O)OC3O1 (centres undefined) | -3.4 | / | -23.5 | 89.3 | -9.1 | -21.1 | / | 1.9 | 17.6 | / | -5.0

Reformatted with values under each structure: 3 of the compounds above
Order of values: OPRM1-OPRD1 ag, Ecoli viability, PfHsp90 set2, DSG3 Ab inh, PKA-R1A activ, Arr AP2 block, SUMO Mot1 rescue, phage Ecoli inh, MOR-DOR inv ag, AddAB inh, Tat transport
C[C@@H](CSc1ccc(Br)cc1)CN1CC[C@H](NC(=O)OCc2ccccc2)CCC1=O
  0.5, 1.1, -30.0, /, -0.3, -5.0, 41.3, -0.8, -3.0, 2.6, 19.6
COc1ccc(CN2CCN(C(=O)c3cccc4ccccc34)CC2)c(OC)c1OC
  0.3, 0.8, 9.4, 97.0, -3.6, 5.6, -8.6, 0.5, -1.5, -0.2, -1.1
CC(C(=O)O)N1CCCCC1 (centres undefined)
  -1.5, -1.6, 7.7, 101.4, 3.8, 25.6, 0.6, 3.3, 7.3, 1.7, -2.0

Other structures follow:
SMILES | OPRM1-OPRD1 ag | Ecoli viability | PfHsp90 set2 | DSG3 Ab inh | PKA-R1A activ | Arr AP2 block | SUMO Mot1 rescue | phage Ecoli inh | MOR-DOR inv ag | AddAB inh | Tat transport
COc1ccccc1OCC(=O)c1[nH]c(C)c(C(C)=O)c1C | -0.2 | -2.4 | -0.8 | / | 1.2 | 3.2 | / | 1.9 | 1.1 | 0.8 | -4.6
Cc1cc(C)c(S(=O)(=O)N2CCCC2=O)c(C)c1 | -2.5 | -3.9 | -4.6 | 100.8 | -6.3 | -4.0 | -2.0 | 3.0 | 12.7 | 2.7 | -1.9
O=S(=O)(c1cccc(F)c1)N1CCN(C(=S)NCc2ccccc2)CC1 | -2.5 | -0.5 | -3.2 | 90.2 | 3.3 | 0.4 | 5.7 | 3.2 | 11.9 | 0.7 | -13.1
C/C(O)=c1/c(=O)nc2cccc3c2=c1c1ccccc1c3=O | -1.6 | / | -17.6 | 108.0 | -13.8 | 11.0 | -3.2 | 1.0 | 7.8 | / | -5.8
Cn1c(SCC(=O)NCC2CCCO2)nnc1-c1c[nH]c2ccccc12 (centres undefined) | -0.8 | 1.6 | 4.3 | / | -13.3 | -6.3 | 13.3 | 0.9 | 4.6 | -2.4 | 7.5
COc1ccc(-n2ncc3c2CC(C)(C)CC3NC(=O)CCC2=NNC(=O)CC2)cc1 (centres undefined) | -0.5 | -0.1 | -24.7 | / | -0.7 | 8.8 | -13.0 | 1.2 | 2.5 | 2.4 | -8.5
O=[N+]([O-])c1ccc(NCCCNS(=O)(=O)c2ccccc2)c(Cl)c1 | 3.3 | -0.5 | 4.3 | 104.9 | -0.8 | -1.1 | -11.5 | 4.7 | -16.7 | 2.6 | 15.3
COc1cc(OC)cc(C(=O)NNC(=O)C(=O)Nc2cc(OC)c(Cl)cc2OC)c1 | -0.3 | -2.7 | -18.1 | 92.0 | -4.3 | 9.1 | 15.8 | -5.4 | 1.6 | -5.7 | -5.8
Cc1ccc(C)c2[nH]c(=O)c(CN(Cc3nnnn3C3CCCCC3)CC3CCCO3)cc12 (centres undefined) | 0.0 | -1.9 | -78.3 | 111.7 | 9.1 | -10.1 | -8.6 | 0.7 | 0.2 | 0.2 | 5.8
C=CCOc1ccc(CN(C)CC(=O)N(CC(C)C)c2c(N)n(CC(C)C)c(=O)[nH]c2=O)cc1 | -5.4 | 2.2 | 19.1 | 112.6 | -5.6 | -6.2 | 89.9 | 3.4 | 22.8 | 0.7 | -1.2
CCC(=N\NC(=O)COc1ccccc1OC)/C(CC)=N/NC(=O)COc1ccccc1OC | -1.8 | -0.7 | 11.1 | / | -6.4 | 2.4 | 0.0 | -2.1 | 7.5 | 0.4 | 3.1
CCc1cc2c(SCC(=O)Nc3ccc(NC(C)=O)cc3)ncnc2s1 | 0.4 | 0.5 | -8.6 | / | 6.2 | 21.1 | 17.7 | 1.8 | -1.6 | 1.4 | 5.0
COc1cccc(-c2cc(C(F)(F)F)nc(NCc3ccco3)n2)c1 | 6.8 | -0.9 | -21.7 | 96.8 | 4.4 | -5.2 | -10.9 | -0.5 | -37.4 | 1.5 | 5.5
Cc1nnc(SCC(=O)N(C)CC(=O)Nc2ccccc2Cl)s1 | -0.2 | 4.0 | 6.6 | 98.9 | 6.2 | -9.9 | -11.8 | 2.5 | 1.4 | 2.2 | -0.1
CC1(C)Cc2nc3scc(NC(=O)c4ccccc4)c3cc2CO1 | / | -0.8 | / | 98.7 | / | 6.8 | 11.6 | -0.5 | / | 1.6 | /

The listing continues:
SMILES | OPRM1-OPRD1 ag | Ecoli viability | PfHsp90 set2 | DSG3 Ab inh | PKA-R1A activ | Arr AP2 block | SUMO Mot1 rescue | phage Ecoli inh | MOR-DOR inv ag | AddAB inh | Tat transport
Cn1ncc(N=Cc2c(O)ccc3ccccc23)c1C(=O)N1CCOCC1 | 0.1 | -3.1 | 2.0 | 103.1 | 3.4 | 10.3 | 11.2 | 2.4 | -0.9 | 1.2 | -2.7
O=C(NNC(=O)C12CC3CC(CC(C3)C1)C2)c1ccco1 | -1.1 | -0.9 | -10.1 | 102.7 | 2.2 | 2.6 | -4.3 | 2.4 | 5.9 | -1.3 | 5.5
Cc1c(C(=O)N2CCOCC2)[nH]c2c1C(=O)CC(c1ccc(Cl)cc1)C2 (centres undefined) | -2.5 | 0.2 | -42.8 | 94.7 | -10.6 | 4.2 | 5.3 | 1.4 | 11.3 | 4.1 | 5.5
O=C(O)c1cc(-c2cccnc2)nc2ccc(Br)cc12 | 1.7 | 0.2 | -11.7 | 105.5 | -4.6 | -25.1 | -3.7 | 3.4 | -8.6 | 0.0 | -4.4
Nc1nonc1-n1nnc(C(=O)N/N=C/c2ccc(OCc3ccccc3)cc2)c1CNc1ccccc1 | 0.9 | -3.0 | 1.4 | 101.0 | -0.8 | -13.4 | 2.4 | 1.4 | -4.7 | 4.5 | -9.0
Cc1ccc(C(=O)Nc2nc3c(s2)CCCC3)o1 | -1.5 | 1.7 | 21.4 | 95.0 | -11.5 | 3.0 | -31.0 | 4.2 | 7.9 | 5.3 | -3.3
O=C(Nc1ccc2nc3n(c(=O)c2c1)CCCCC3)c1ccccn1 | 0.2 | 3.1 | 4.1 | 100.3 | -3.5 | -8.7 | -17.7 | 4.0 | -1.1 | 3.4 | 1.1
CC1Sc2ccc(S(=O)(=O)CCC(=O)N(C)Cc3ccccc3)cc2NC1=O (centres undefined) | -1.8 | 0.4 | -9.6 | 105.0 | 5.4 | 10.1 | -2.1 | 2.4 | 9.2 | 1.9 | -0.4
COc1ccc(NC(=O)NCCC2=CCCCC2)cc1 | 0.0 | 1.6 | 13.1 | 103.5 | 7.7 | -1.1 | 2.3 | 6.4 | 0.2 | 5.4 | -11.5
CCOC(=O)Nc1ccc2c(COC(=O)C(NS(=O)(=O)c3ccc(Cl)cc3)C(C)O)cc(=O)oc2c1 (centres undefined) | 0.8 | 1.1 | / | 92.4 | 8.8 | -2.4 | -4.6 | 4.6 | -4.1 | 0.9 | 2.1
O=[N+]([O-])c1ccc(N2CCN(CCOc3nonc3-c3ccccc3)CC2)c(Cl)c1 | -0.7 | -0.9 | 20.8 | 123.9 | 6.9 | 6.6 | 6.1 | 0.8 | 4.1 | 2.4 | -0.8
Cc1ccc2c(Cl)cc(Cl)c(OCC(=O)OCC(=O)Nc3ccc(C#N)cc3)c2n1 | -1.9 | -2.6 | 16.8 | 108.6 | -4.9 | -0.4 | -7.6 | 2.0 | 9.8 | 2.5 | -10.1
CCCCc1ccc(NC(=O)Nc2cnccn2)cc1 | 1.4 | 2.8 | -20.5 | 109.0 | -0.6 | 1.4 | 7.5 | 3.7 | -5.6 | 1.8 | 1.0
